Compound activity as filed in PubChem.
Shiga toxin inh – A qHTS for Small Molecule Inhibitors of Shiga Toxin; inhibition, % at 38.7 µM; Vero cells, Shiga toxin protein synthesis inhibition reporter; 9.2% of 290,000 active; AID 2315, 2010; in the data active = inhibition mostly above about 28%, no sharp cut-off; inactive = mostly below about 43%; also: 0% is about no effect
TbPYK inhibitor – qHTS of Trypanosoma Brucei Inhibitors; pyruvate kinase (Trypanosoma brucei), Q57TT1; TbPYK enzyme, Kinase-Glo Plus ATP luminescence, 45 min; Potency, µM (top dose mostly 76.8 µM), for inactives: at the highest dose activity, negative = inhibition, actives largely listed as inhibitors; 0.12% of 410,000 active; also: potency is read from the fitted curve at half-maximal effect; % is scaled to controls: 0 for no effect and ±100 for the full control effect; nearly all actives have a fitted effect of over 50% in size
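TbPYK + substrate in 50 mM TEA pH 7.2, 100 mM KCl, 10 mM MgCl2, 0.05% BSA, 0.01% Tween-20; cpd pinned; ADP 130 uM final; 45 min RT; Kinase-Glo Plus 10 min; luminescence endpoint.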
AmpC inh no detg – qHTS Inhibitors of AmpC Beta-Lactamase (assay without detergent) | P00811 | AmpC nitrocefin hydrolysis, absorbance 480 nm, 0.0001% Triton | Potency, µM (top dose mostly 57.1 µM), inactives show at the highest dose activity change, negative = inhibition, actives largely listed as inhibitors | 0.52% of 330,000 active;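 also: potency is read from the fitted curve at half-maximal effect; plate controls were no compound for no effect and no enzyme for full effect; nearly all actives have a fitted effect of over 20% in size; some results filed as inactive show a strong effect at the top dose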
Target sequence (P00811 whole entry, looked up): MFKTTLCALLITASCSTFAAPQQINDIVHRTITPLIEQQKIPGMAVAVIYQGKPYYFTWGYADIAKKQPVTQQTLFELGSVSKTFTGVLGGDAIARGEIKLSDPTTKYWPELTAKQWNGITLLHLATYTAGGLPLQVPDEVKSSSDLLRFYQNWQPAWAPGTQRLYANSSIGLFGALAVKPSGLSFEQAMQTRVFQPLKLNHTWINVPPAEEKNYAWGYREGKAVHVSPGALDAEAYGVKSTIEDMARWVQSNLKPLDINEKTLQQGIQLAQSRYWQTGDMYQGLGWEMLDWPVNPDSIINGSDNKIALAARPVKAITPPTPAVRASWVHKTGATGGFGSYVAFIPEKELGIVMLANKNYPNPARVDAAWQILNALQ
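AmpC (5.3 nM in the dispensed reagent) in 20 mM phosphate pH 7.0 with 0.01% (detergent screen) or 0.0001% Triton X-100 was preincubated with compounds for 15 min at room temperature. Nitrocefin was then added from an 800 uM solution, and hydrolysis was followed at 480 nm.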
Pf growth 48h – Primary qHTS for delayed death inhibitors of the malarial parasite plastid, 48 hour incubation | P. falciparum luciferase growth in erythrocytes, 48 h | Potency, µM (titrated, usually from 28.7 µM), for inactives: at the highest dose activity change, negative = inhibition, most hits filed as inhibitors | 5.9% of 310,000 active | AID 504832, 2011; also: potency is read from the fitted curve at half-maximal effect; % is scaled to controls: 0 for no effect and ±100 for the full control effect
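Read-out is firefly luciferase luminescence from an integrated reporter in P. falciparum, so falling signal marks reduced parasite growth. Infected erythrocytes were at 2% hematocrit and 0.1% parasitemia (final) in Albumax-supplemented RPMI 1640.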
Pf growth 96h – Primary qHTS for delayed death inhibitors of the malarial parasite plastid, 96 hour incubation. P. falciparum luciferase reporter growth, 96 h. 6.9% of 320,000 active. Potency, µM (highest dose often 28.7 µM), without a hit: at the top dose activity change, negative = inhibition, usual class: inhibitors; also: potency is read from the fitted curve at half-maximal effect; % is scaled to controls: 0 for no effect and ±100 for the full control effect
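Two parasite generations (96 h, 37 C, 5% CO2) of compound exposure in infected erythrocytes (0.05% parasitemia, 2% hematocrit). Luciferase-reporter P. falciparum; decreased luminescence indicates inhibited growth, aimed at apicoplast-acting delayed death.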
CHX counter – Cycloheximide Counterscreen for Small Molecule Inhibitors of Shiga Toxin. cell reporter, cycloheximide protein synthesis inhibition counterscreen. AID 2314, 2010. max response, %. 12% of 300,000 active; in the data active = max response mostly above about 13%, no sharp cut-off; inactive = mostly below about 14%; also: read at 38.3 µM for the half of the compounds with a filed dose; 0% is about no effect
LmPK inhibitor – qHTS Assay for Inhibitors of Leishmania Mexicana Pyruvate Kinase (LmPK); Q27686; 0.37% of 290,000 active; AID 1721, 2009; purified LmPK, Kinase-Glo ATP luminescence, 1 h; Potency, µM (series often up to 57.5 µM), inactives show at the highest dose activity change, negative = inhibition, usual class: inhibitors; also: potency is read from the fitted curve at half-maximal effect; % is scaled to controls: 0 for no effect and ±100 for the full control effect
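Purified LmPK (0.1 nM) converted ADP (0.1 mM) to ATP with PEP (0.5 mM) in imidazole buffer pH 7.2 with KCl and MgCl2, 1 h at room temperature. ATP was read by Kinase-Glo luminescence; data normalized to uninhibited and no-enzyme controls.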
The depositor's hits bear a star; ? = inconclusive; . = no result given; [ ] = dose if it differs, or a comment. Unless noted, calls follow the shape of the dose curve; as a rule, active = well fitted curve in the direction sought with a large enough effect; inconclusive = small, poorly fitted or top-dose-only effect, or another doubt; inactive = no such curve, though single readings can be large; an effect the other way counts as inactive or inconclusive.

no.	Structure	Shiga toxin inh	TbPYK inhibitor	AmpC inh no detg	Pf growth 48h	Pf growth 96h	CHX counter	LmPK inhibitor
1	CC(=O)N1CCCN(Cc2cn(-c3cc(C)ccc3C)nc2-c2ccccc2)CC1	-9.3	-0.9%	129.3%[activator]	16.5µM*	-18.0%	-2.2	1.2%
2	O=C(CCS(=O)(=O)c1ccc(Br)cc1)Nc1ccccn1	20.7	-3.2%	-7.7%	12.3%	-6.2%	-4.0	-2.2%
3	C/C(=N\NC(=O)CSc1nc2ccccc2o1)c1cccc(O)c1	17.6	-1.0%	-33.1%	8.2%	22.2%	2.2	6.4%
4	COc1cccc(C(=O)NNC2OC(CO)C(O)C2O)c1 (centres undefined)	69.3*	2.1%	-22.3%	?	7.5%	30.8*	0.0%
5	O=C(N/N=C/c1ccc(Br)s1)c1cccnc1	42.1*	-2.3%	-10.4%	?	20.1%	26.3*	3.2%
6	Nc1scc[n+]1Cc1cccc2cccnc12	2.9	4.2%	-26.6%	48.8%[activator]	?	0.2	0.9%
7	CC(=O)Nc1ccc(NC(=O)CSc2nnc(-c3cc(C)[nH]n3)n2N)cc1	-6.6	-1.3%	-5.6%	-2.4%	?	12.3	-0.1%
8	COc1cc(CN(C2CCCCC2)S(=O)(=O)c2ccc(S(=O)(=O)N(C)C3CCCCC3)cc2)cc(OC)c1OC	-10.5	-9.4%	21.7%	?	8.28µM*	0.9	-2.1%
9	Cc1ccc2cc(COC(=O)C3CCCO3)c(=O)[nH]c2c1 (centres undefined)	-7.4	-1.8%	-4.0%	19.4%	36.7%[activator]	0.9	-2.6%
10	Cc1ccc(C2(c3noc(CN(C)Cc4ccccn4)n3)CCCC2)cc1	-7.5	-2.5%	113.3%[activator]	?	?	0.9	0.0%
11	Cc1ccc2oc(C(=O)NCC3CCOCC3)c(C)c2c1	59.2*	-7.8%	-19.9%	29.3%	10.4µM*	21.1	-2.0%
12	O=C(N/N=C/c1cccnc1)c1cccc(NC(=O)c2ccccc2Cl)c1	3.0	4.7%	-35.9%	15.8%	266.4%[activator]	3.6	0.3%
13	O=C(Cc1n[nH]c(=O)[nH]c1=O)N/N=C/c1cccc(O)c1	-3.0	-25.2%	-6.6%	.	?	-3.3	0.1%
14	O=C1c2ccccc2C(=O)N1CN(C(=O)c1ccccc1)c1ccc(O)cc1	-2.8	-3.4%	-29.6%	?	?	-2.0	-0.4%
15	Cc1ccc(NS(=O)(=O)c2cccc(C(=O)NCCc3c[nH]c4ccccc34)c2)c(C)c1	-4.7	-6.7%	-10.9%	?	?	6.1	4.5%

Sorted by length of the SMILES (ascending): 12 of the compounds above
no.	Structure	Shiga toxin inh	TbPYK inhibitor	AmpC inh no detg	Pf growth 48h	Pf growth 96h	CHX counter	LmPK inhibitor
6	Nc1scc[n+]1Cc1cccc2cccnc12	2.9	4.2%	-26.6%	48.8%[activator]	?	0.2	0.9%
5	O=C(N/N=C/c1ccc(Br)s1)c1cccnc1	42.1*	-2.3%	-10.4%	?	20.1%	26.3*	3.2%
4	COc1cccc(C(=O)NNC2OC(CO)C(O)C2O)c1 (centres undefined)	69.3*	2.1%	-22.3%	?	7.5%	30.8*	0.0%
2	O=C(CCS(=O)(=O)c1ccc(Br)cc1)Nc1ccccn1	20.7	-3.2%	-7.7%	12.3%	-6.2%	-4.0	-2.2%
9	Cc1ccc2cc(COC(=O)C3CCCO3)c(=O)[nH]c2c1 (centres undefined)	-7.4	-1.8%	-4.0%	19.4%	36.7%[activator]	0.9	-2.6%
3	C/C(=N\NC(=O)CSc1nc2ccccc2o1)c1cccc(O)c1	17.6	-1.0%	-33.1%	8.2%	22.2%	2.2	6.4%
10	Cc1ccc(C2(c3noc(CN(C)Cc4ccccn4)n3)CCCC2)cc1	-7.5	-2.5%	113.3%[activator]	?	?	0.9	0.0%
12	O=C(N/N=C/c1cccnc1)c1cccc(NC(=O)c2ccccc2Cl)c1	3.0	4.7%	-35.9%	15.8%	266.4%[activator]	3.6	0.3%
14	O=C1c2ccccc2C(=O)N1CN(C(=O)c1ccccc1)c1ccc(O)cc1	-2.8	-3.4%	-29.6%	?	?	-2.0	-0.4%
7	CC(=O)Nc1ccc(NC(=O)CSc2nnc(-c3cc(C)[nH]n3)n2N)cc1	-6.6	-1.3%	-5.6%	-2.4%	?	12.3	-0.1%
15	Cc1ccc(NS(=O)(=O)c2cccc(C(=O)NCCc3c[nH]c4ccccc34)c2)c(C)c1	-4.7	-6.7%	-10.9%	?	?	6.1	4.5%
8	COc1cc(CN(C2CCCCC2)S(=O)(=O)c2ccc(S(=O)(=O)N(C)C3CCCCC3)cc2)cc(OC)c1OC	-10.5	-9.4%	21.7%	?	8.28µM*	0.9	-2.1%

Remaining list, next part:
no.	Structure	Shiga toxin inh	TbPYK inhibitor	AmpC inh no detg	Pf growth 48h	Pf growth 96h	CHX counter	LmPK inhibitor
16	CN(CC(=O)Nc1cccc(F)c1)CC(=O)N(C)CC(=O)Nc1ccccc1Br	.	2.0%	-1.5%	-25.6%	?	.	.
17	CC1CCCC(C)N1CCNC(=O)CCn1nc(-c2ccccc2)ccc1=O (centres undefined)	-4.5	-3.2%	2.3%	27.3%	-4.9%	16.5	7.5%
18	CCOC(=O)c1c(C)[nH]c(C)c1S(=O)(=O)N1CCN(C(=O)c2ccco2)CC1	29.4	2.8%	-11.6%	5.5%	18.2%	-3.1	-0.8%
19	CS(=O)(=O)c1nc(-c2ccccc2)c(-c2ccccc2)[nH]1	6.3	3.5%	4.8%	35.8%[activator]	?	-2.0	2.7%
20	COc1cc(NC(=O)COc2ccc(C)c(C)c2)ccc1NC(=O)c1ccco1	13.3	0.0%	-21.9%	7.38µM*	28.9%	-1.9	-3.1%
21	Cc1nn(-c2ccccc2)c(Cl)c1/C=C1\SC(=S)N(C)C1=O	-5.0	-2.3%	-26.4%	0.7%	?	1.3	4.0%
22	O=C(Nc1ccc(N2CCCC(O)C2)cc1)c1snc2c(=O)[nH]cnc12 (centres undefined)	21.1	-2.8%	-17.2%	.	41.6%[activator]	0.2	-5.6%
23	CC(C)c1ccc(S(=O)(=O)N2CCC(C(=O)NCC3(N(C)C)CCCCC3)CC2)cc1	-34.7	-9.4%	55.8%[activator]	?	?	-2.4	-11.3%
24	O=C(c1cnn2c(C(F)F)cc(C3CC3)nc12)N1CCOCC1	-27.9	-7.5%	-13.3%	-0.8%	2.1%	-4.8	-2.4%
25	COc1nc(Nc2nc3ccccc3c(=O)[nH]2)nc2ccc(C)cc12	-7.8	-3.2%	-7.9%	2.62µM*	?	1.7	-0.4%
26	COc1cc(C(C)=O)ccc1OC(=O)C(C)N1C(=O)c2ccccc2C1=O (centres undefined)	-2.9	-3.2%	4.3%	7.1%	-15.7%	0.4	2.4%
27	CCOc1ccc(Nc2nc(N3CCCCC3)nc(N3CCCCC3)n2)cc1	-23.9	-7.8%	-15.9%	3.3%	.	-4.2	1.9%
28	CC1CC(=O)N(CC(=O)N2CCCC2)c2ccccc2S1 (centres undefined)	-11.7	-5.3%	-2.0%	14.4%	?	7.9	2.2%
29	Nn1c(SCc2ccc(F)cc2)nnc1-c1ccncc1	28.2	3.5%	-1.6%	?	23.0%	7.5	-1.3%
